Bioassay records (PubChem BioAssay)
RMI-FANCM inh – RMI-FANCM interaction inhibition; Fluorescence polarization, RMI core complex with F-MM2 peptide; hits give low values; FP signal (polarization) at 33 µM; 70,000 tested, 0.58% active; AID 1159607; in the data active means FP signal below about 40; further: inactives centre near 61; strong numbers were not always called active; unit not given here
Starred values were filed as active, the others as inactive; & = joins results of further samples; ! = not confirmed by another sample. Some of the compounds tested; count on the stated rates, not on these rows.

SMILES	RMI-FANCM inh
COc1ccc(NC(=O)C(=O)NCCc2ccc(N(C)C)cc2)cc1OC	89
COCCn1cc(NC(=O)Nc2ccc(C(F)(F)F)cc2)c2ccccc21	55
O=C(O)CCCn1c(=S)[nH]c2cc3c(cc2c1=O)OCO3	56
O=C(Nc1ccccc1I)c1ccc2c(c1)OCCO2	60
O=c1c2[nH]c3ccccc3c2nc(SCCC2OCCO2)n1-c1ccccc1F	52
CCCc1c(C(=O)Nc2nn(C)c3cccc(OC)c23)cnn1-c1ccccc1	52
O=c1c2sccc2nc(SCc2nc(-c3ccc4c(c3)OCO4)no2)n1Cc1ccccc1	132
NC(=NC(=O)c1cccs1)c1cccs1	53
O=C(Nc1ccc(Cl)cc1)c1ccc(C#Cc2ccccc2)o1	78
C/C(=N/NC1=NCCN1)c1ccc(Br)cc1	66

Some of these compounds in order of number of heavy atoms, rising.
SMILES	RMI-FANCM inh
NC(=NC(=O)c1cccs1)c1cccs1	53
C/C(=N/NC1=NCCN1)c1ccc(Br)cc1	66
O=C(Nc1ccccc1I)c1ccc2c(c1)OCCO2	60
O=C(O)CCCn1c(=S)[nH]c2cc3c(cc2c1=O)OCO3	56
O=C(Nc1ccc(Cl)cc1)c1ccc(C#Cc2ccccc2)o1	78
COc1ccc(NC(=O)C(=O)NCCc2ccc(N(C)C)cc2)cc1OC	89
O=c1c2[nH]c3ccccc3c2nc(SCCC2OCCO2)n1-c1ccccc1F	52

The list goes on.
SMILES	RMI-FANCM inh
COC(=O)c1ccccc1NC(=O)CCn1c(=O)oc2ccccc21	68
COc1cc(C(=O)Nc2nc(-c3cc4ccccc4oc3=O)cs2)cc(OC)c1OC	91
Cc1ccc(Nc2nc(Nc3ccccc3F)nc(N3CCOCC3)n2)cc1C	53
CS(=O)(=NC(=O)c1cnn2c(C(F)(F)F)cc(C(F)(F)F)nc12)c1ccc(Cl)cc1 (stereo unspecified)	55
CCOC(=O)N1CCN(C(=O)CSc2nnc(NC(=O)NC(C)(C)C)s2)CC1	54
COc1ccc(S(=O)(=O)CCCC(=O)Nc2sccc2C(N)=O)cc1	54
Cc1nc(C)c(-c2n[nH]c(=S)n2-c2ccccc2C(F)(F)F)s1	55
COc1ccccc1OCC(=O)Nc1ccc(S(=O)(=O)N2CCCC2)cc1	61
COc1ccc(CCS(=O)(=O)Nc2ccc3c(c2)N(C)C(=O)C(C)(C)CO3)cc1	67
S=c1nc2[nH]c3ccccc3c2n[nH]1	64
CCCN1CCCc2cc(CCNS(=O)(=O)Cc3cccc(Cl)c3)ccc21	232
CCc1nnc2ccc(N3CCN(S(=O)(=O)c4ccc(OC)cc4OC)CC3)nn12	65
O=C(c1ccccc1)N1N=C(c2ccco2)CC1c1cccs1 (stereo unspecified)	60
COCCCNC(=O)c1nnn2c1nc(N)c1c(Cl)cccc12	55
Cc1cccc(-n2ncc3c(=O)n(Cc4cccc5ccccc45)cnc32)c1C	73
CCOc1ccc(-c2cc3c(=O)n(Cc4nc(-c5cccc(C(F)(F)F)c5)no4)ccn3n2)cc1	99
O=C(CSc1nccn2nc(-c3ccccc3)cc12)Nc1ccccc1Cl	112
N#Cc1ccc([N+](=O)[O-])s1	55
O=C(CCCS(=O)(=O)c1ccc(F)cc1)N1CCN(c2nc3ccc([N+](=O)[O-])cc3s2)CC1	53
Cc1cc(OCCCCn2c(CO)nc3ccccc32)ccc1Cl	56
Cc1nc2ccc3nc(NC(=O)c4ccccc4[N+](=O)[O-])sc3c2s1	53
CCS(=O)(=O)c1ccc(CC(=O)Nc2nnc(-c3ccc4c(c3)CCCC4)o2)cc1	52
Cc1cc(N)ccc1N1CCCCC1=O	63
Cc1ccc(NC(=O)C(=O)NCC(c2ccc3c(c2)CCN3C)N(C)C)cc1 (stereo unspecified)	60
COc1ccc(Cl)cc1NC(=O)Cn1cc(OCc2ccc(F)cc2)c(=O)cc1CO	55
CSc1ccc(C(N)=O)s1	53
Cc1cc(C(=O)CSc2ncnc3sc4c(c23)CCCC4)c(C)n1Cc1ccco1	68
CCOC(=O)NC(=O)/C(=C/NCc1cccs1)C(=O)OCC	50
O=C(Nc1nc(-c2ccc3c(c2)CCCC3)cs1)c1cccc(N2C(=O)CCC2=O)c1	62
CCn1c(SC/C=C\c2ccccc2)nnc1-c1ccncc1	66
CSC1=C(C#N)C(=C(C#N)C#N)NC(c2ccccc2)=N1	55
C=CCNC(=S)Nc1ccc(C)cc1	57
O=C1CSc2ccccc2N1Cc1ccc(F)cc1	66
C[C@]12C=CC(=O)C=C1CC[C@@H]1[C@@H]2C(=O)C[C@@]2(C)[C@H]1CC[C@]2(O)C(=O)CO	53&56
Cc1ccc(S(C)(=O)=NC(=O)CSc2ccc(C(F)(F)F)cn2)cc1 (stereo unspecified)	57
CC(=O)Nc1ccc2c(c1)CCC2	55
CC(C)NC(=S)N/N=C\c1ccn[nH]1	61
COc1ccccc1-c1c(-c2ccc(OCC(=O)NN)cc2O)n[nH]c1C	54
Cn1c(S(=O)(=O)O)nc2ccccc21	49
CCOc1ccccc1NC(=O)Cn1nc(-c2cccs2)c2sc(N3CCCCC3)nc2c1=O	69
Cc1c(Br)sc2sc(-c3ccnc(SCC(=O)Nc4ccccc4)n3)c(C)c12	145
CN(C)c1ccc(CCNC(=O)c2cc3ccccc3oc2=O)cc1	89
Cn1nc(-c2ccc(F)cc2)cc1C(=O)O	72
Cc1cc2cc(CCNC(=S)Nc3cccc(Br)c3)c(=O)[nH]c2cc1C	79
O=C1CC(C(=O)N(Cc2cccnc2)c2nc3ccccc3s2)CN1c1ccccc1 (stereo unspecified)	63
O=C(/C=C/c1ccc([N+](=O)[O-])s1)NNC(=O)c1ccc(S(=O)(=O)N2CCCCCC2)cc1	64
O=C(NCCOc1ccccc1)c1ccc(Cl)c([N+](=O)[O-])c1	60
S=C(NCc1ccco1)Nc1ccc(C2=NCCO2)cc1	63
CSc1ccc(C(=O)N2CCN(c3ccccc3)CC2)cc1	54
O=C(CC1CCCCN1S(=O)(=O)c1ccccc1)NCCCc1ccccc1 (stereo unspecified)	69
Other compounds
SMILES	RMI-FANCM inh
COc1ccccc1NC(=O)CCCSc1ccc(NC(=O)c2cccs2)nn1	77
C=C[C@](C)(O)CCC=C(C)C	59
Cc1cc(NC(=O)CCCc2ccccc2)n(-c2nc3c(cnn3-c3ccc(Cl)cc3)c(=O)[nH]2)n1	62
COc1ccc(S(=O)(=O)Nc2ccc3c(c2)N(C(=O)C(C)(C)C)CC3)cc1Cl	68
Cc1ccc(C(=O)NCc2nc3ccccc3[nH]2)cc1	70
Cc1cc(C)nc(SCc2c(C(=O)NCc3ccc(F)cc3)nnn2-c2ccccc2)n1	67
Nc1ncnc(NCCc2ccccc2)c1[N+](=O)[O-]	63
Cc1cc(=O)[nH]c(-n2nc(C)c(CCC(=O)Nc3nc4ccccc4s3)c2C)n1	64
O=C1c2ccccc2C2N1CCCN2C(=O)c1sc2ccccc2c1Cl (stereo unspecified)	55
Cc1ccc2c(CC(=O)Nc3cc(Cl)ccc3Cl)coc2c1C	90
COC(=O)c1ccccc1N=Nc1c(N)[nH]n(-c2ccccc2)c1=O	57
OC1(c2ccccc2)C/C(=N\Nc2ncnc3sc4c(c23)CCCC4)C=C1c1ccccc1 (stereo unspecified)	96
Cc1cccc(N2CCN(C(=O)CCc3csc4nc(-c5ccccc5)cn34)CC2)c1	68
CC(C)(C)C(=O)CSc1nc2ccccc2[nH]1	63
N#CC1(CCc2ccc(Br)cc2)CCN(S(=O)(=O)c2ccccc2)CC1	74
COc1ccc(-c2ccc(=O)n(CCCC(=O)Nc3c(C)cccc3C)n2)cc1OC	72
O=C(NCc1ccccc1)NCC(c1ccsc1)N1CCCC1 (stereo unspecified)	68
CC(=O)c1sc(NC(=O)C2CCN(S(=O)(=O)c3ccc(Cl)cc3)CC2)nc1C	49
Fc1ccc(C(c2ccc(F)cc2)N2CCN(C/C=C/c3ccccc3)CC2)cc1	24*!
CCOC(=O)[C@H]1C(=O)C[C@@](C)(O)[C@@H](C(=O)OCC)[C@@H]1c1ccccc1	60
O=C(Nc1cccc(C(F)(F)F)c1)N1CCN(c2ccc3nncn3n2)CC1	71
CSc1nnc(C)c(=O)n1COC(=O)c1cc2ccccc2oc1=O	57
O=S(=O)(Nc1ccc(Br)cc1F)c1ccc(Cl)c(C(F)(F)F)c1	47
CCOC(=O)c1ccccc1NC(=O)Cn1c(C)cc(C)c(-c2nc(-c3ccccc3)no2)c1=O	157
Cc1cc(NC(=O)c2cc(C)n(C)n2)n(C)n1	67
O=S(=O)(NCC1CCN(C2CCCC2)CC1)c1ccccc1Cl	71
O=S(=O)(NC1CCN(Cc2c(F)cccc2Cl)CC1)c1cccc2nonc12	44
Cc1ccc(S(=O)(=O)c2nc(SCC(=O)N3CCOCC3)sc2N2CCOCC2)cc1	62
CCOc1cn2c(cc1=O)C(=O)N(CCNC(=O)c1ccc(C(C)(C)C)cc1)CC2	63
Cc1nn(C)c(Sc2ccccc2NC(=O)C(Cl)Cl)c1[N+](=O)[O-]	54

Entries listed so far marked active in RMI-FANCM inh.
SMILES	RMI-FANCM inh
Fc1ccc(C(c2ccc(F)cc2)N2CCN(C/C=C/c3ccccc3)CC2)cc1	24*!

(listing goes on)
SMILES	RMI-FANCM inh
O=c1[nH]c(-c2cccc([N+](=O)[O-])c2)nc2ccccc12	54
C=CCNC(=O)CSc1nnnn1-c1cccc(C(F)(F)F)c1	52
COc1cccc(-n2nnc3c(=O)n(Cc4cccc([N+](=O)[O-])c4)cnc32)c1	59
COc1cccc2cc(C(=O)n3ccc(C)n3)c(=O)oc12	57
CCSc1nnc(NC(=O)CSc2nc(N)c(NC(=O)c3ccc(F)cc3)c(=O)[nH]2)s1	58
C=CCn1c(SCCC(=O)Nc2ccc(C(C)(C)C)cc2)nc2scc(-c3ccco3)c2c1=O	87
CC(=O)OC[C@H]1O[C@@H](Nc2ccc(C)cc2)[C@H](OC(C)=O)[C@@H](OC(C)=O)[C@@H]1OC(C)=O	54
O=C(N/N=C\c1ccccc1)c1ccc(C(=O)N/N=C\c2ccccc2)cc1	71
Cc1ccccc1N1CCN(CC(O)COc2ccc(C(=O)c3ccccc3)cc2)CC1 (stereo unspecified)	63
Cc1nc(N2CCN(c3ccc(Cl)c(Cl)c3)CC2)c2c3c(sc2n1)CCC3	59
O=C(Nc1ccc(OCc2ccccc2)cc1)N1CCN(C2c3ccccc3-c3ccccc32)CC1	50
Cc1cc(NC(=O)C2CCCN(S(=O)(=O)c3ccc(F)cc3)C2)n(C)n1 (stereo unspecified)	67
O=C(Cc1cccs1)NCC(c1ccsc1)N1CCOCC1 (stereo unspecified)	69
COc1cccc(S(=O)(=O)Nc2ccc(C(=O)NCCc3ccc(OC)c(OC)c3)cc2)c1	74
CCOc1ccccc1C(=O)Oc1c(Sc2ccccc2)c(C)nn1C(C)(C)C	61
COc1ccc(-c2cc3c(=O)[nH]nc(SCc4nc(-c5cccc(Cl)c5)no4)n3n2)cc1OC	103
N#Cc1cnn2c(-c3cccc(C(F)(F)F)c3)ccnc12	54
O=C(CN1CCCC(c2nc3ccccc3[nH]2)C1)Nc1ccc(C(F)(F)F)cc1 (stereo unspecified)	60
COc1ccc(Cl)cc1C(=O)N1CCN(c2ccc(-c3ccccc3)nn2)CC1	88
Cc1ccc(S(=O)(=O)Nc2ccc(Oc3cccnc3)nc2)cc1	54
CCn1c(=NC(=O)c2ccco2)sc2cc3c(cc21)OCCO3	72
O=C(Nc1cnccn1)c1ccc(Cl)c(S(=O)(=O)N2CCOCC2)c1	63
O=C(CNC(=O)c1ccc(CSc2ccccc2)o1)c1ccccc1	65
CN(C)CCN(C(=O)c1ccc2ccccc2c1)c1nc2cc3c(cc2s1)OCCO3	93
O=C(CC1Sc2ccccc2NC1=O)Nc1ccccc1F (stereo unspecified)	60
Clc1ccc2nc3c(nc2c1)-c1cccc2cccc-3c12	64
CSc1ccccc1NC(=O)C(=O)NCCc1ccc2c(c1)CCCN2C	53
CC(=O)Nc1nc2c(F)cc(F)cc2s1	67
O=c1c(-c2ccc3c(c2)OCO3)coc2cc(O)ccc12	56
Cc1nc2ccc(Cl)cn2c(=O)c1NC(=O)c1ccc(F)cc1F	51

Overlap with the part before: four compounds; new compounds follow.
SMILES	RMI-FANCM inh
CSc1ccccc1NC(=O)C(=O)NCCc1ccc2c(c1)CCCN2C	53
CC(=O)Nc1nc2c(F)cc(F)cc2s1	67
O=c1c(-c2ccc3c(c2)OCO3)coc2cc(O)ccc12	56
Cc1nc2ccc(Cl)cn2c(=O)c1NC(=O)c1ccc(F)cc1F	51
CC(C)n1c(=O)c2ccc(C(=O)NC3CCCC3)cc2n2c(=O)n(C)nc12	63
Cc1nc(C2CC2)[nH]c(=O)c1Cl	54
CN(C(=O)c1ccc2nccnc2c1)c1ccccc1	57
O=C(CCn1c2ccccc2c2ccccc21)N/N=C\c1cccc(Br)c1	59
COc1ccc(CCC(=O)N2CCN(c3ccc(-c4ccco4)nn3)CC2)cc1	53
CN(c1ccc([N+](=O)[O-])cc1[N+](=O)[O-])C1CCS(=O)(=O)C1 (stereo unspecified)	61
COC(=O)C(C)NC(=O)c1ccc(S(=O)(=O)N2CCOCC2)cc1 (stereo unspecified)	70
CCSc1ccccc1C(=O)Nc1ccc2c(c1)C(=O)NC2=O	88
Cc1cc(NC(=O)C(=O)NCC2CCN(C(C)C)CC2)no1	74
CSc1cccc(C(=O)N(CCn2cccn2)c2nc3c(C)cc(C)cc3s2)c1	65
O=C(O[C@@H]1CSSC[C@H]1OC(=O)c1ccccc1)c1ccccc1	59
CC1(C)S[C@H](c2ccccc2)N[C@H]1C(=O)O	51
CN(C)C(CNS(=O)(=O)c1cccc([N+](=O)[O-])c1)c1cccs1 (stereo unspecified)	54
CCOC(=O)c1nn(-c2ccccc2C)c(=O)cc1OS(=O)(=O)c1cc(C)c(C)cc1OC	52
COc1ccc(-c2cc(-c3ccc(Cl)cc3)nc3sc(C(=O)N4CCOCC4)c(N)c23)cc1	-18*
CC(=O)NCCn1ncc2c(=O)n(Cc3cccc(C(F)(F)F)c3)cnc21	68
